# Epigenetic reg: regulators of epigenetic silencing causing reporter derepression in mouse cells; murine LDR cells, GFP reporter derepression, 30 h; 280,000 compounds, 0.2% hits; Potency, µM (doses to about 53.9 µM), without a hit: top-dose GFP activation, actives largely listed as activators; AID 1865; also: % of control where 0% means no effect; nearly all actives have a fitted effect of over 60% in size
#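 Murine LDR cells carrying a silenced, genomically integrated CMV-driven GFP reporter were exposed to compound for 30 hours at 37 C. After PBS washes, GFP-positive cells (20–120 um objects) were counted by laser-scanning microplate cytometry.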
# SMN2 splice enh: SMN2 splice variant enhancement; HEK293 SMN2-luciferase splicing reporter, luminescence, 30-36 h; Potency, µM (titrated, usually from 46.1 µM), for the others: at the highest dose activity change, positive = activation, hits mostly activators; 210,000 compounds, 2.8% hits; also: % of control where 0% means no effect; nearly all actives have a fitted effect of over 55% in size
#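 HEK293 cells carry an SMN2 […]–luciferase reporter in which exon 7 inclusion puts luciferase in frame. Cells were plated 10-12 h before compound addition, then incubated 30-36 h at 37C. ONE-Glo luminescence was read; sodium butyrate at 4.5 mM final served as control.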
# An asterisk follows results filed as active; ? = inconclusive; [ ] = remark or other dose. Calls follow the shape of the dose curve; as a rule, active = well fitted curve in the direction sought with a large enough effect; inconclusive = small, poorly fitted or top-dose-only effect, or another doubt; inactive = no such curve, though single readings can be large; an effect the other way counts as inactive or inconclusive. Potency is read from the fitted curve at half-maximal effect. A portion of the library. The share of hits here may be higher or lower than overall.
# Sample of the layout, three compounds:
SMILES,Epigenetic reg,SMN2 splice enh
CCn1cc(C(=O)NCCc2ccccc2)c(=O)c2cc(S(=O)(=O)N3CCCCCC3)ccc21,0.8%,0%
COc1ccc2c(c1)c(=O)c(S(=O)(=O)c1ccccc1)cn2CC(=O)Nc1ccc2c(c1)OCO2,6.3%,1%
Cc1ccc(C)c(NC(=O)Nc2csc3c2CCCC3)c1,?,-11%

# The listing, from the first entry:
SMILES,Epigenetic reg,SMN2 splice enh
CCn1cc(C(=O)NCCc2ccccc2)c(=O)c2cc(S(=O)(=O)N3CCCCCC3)ccc21,0.8%,0%
COc1ccc2c(c1)c(=O)c(S(=O)(=O)c1ccccc1)cn2CC(=O)Nc1ccc2c(c1)OCO2,6.3%,1%
Cc1ccc(C)c(NC(=O)Nc2csc3c2CCCC3)c1,?,-11%
COc1cccc(CNC(=O)CCCCCn2c(=O)[nH]c3cc(OC)c(OC)cc3c2=O)c1,7.6%,7%
O=C(NCCc1ccccc1)c1ccc(CSc2nc3ccncc3n2Cc2ccccc2F)cc1,0.0%,?
CCSc1oc(-c2ccco2)nc1S(=O)(=O)c1ccc(Br)cc1,-1.3%,-18%
Cc1ccc2c(c1)-c1nc(-c3ccccc3)cc(-c3ccccc3)c1CO2,-1.1%,-9%
Cc1cc(-c2ccccc2)n2nc(-c3ccccc3)cc2n1,0.3%,-4%
CC1=C(C(=O)Nc2ccc(C)cc2C)C(c2ccc(C(=O)O)cc2)n2nc(SCc3ccccc3)nc2N1 (stereo not drawn),-1.8%,2%
COc1cccc(NC(=O)c2oc3ccccc3c2NC(=O)c2ccc(OC(C)C)cc2)c1,3.4%,10%
CCCOc1ccc(C2c3c(oc4ccc(F)cc4c3=O)C(=O)N2CCc2ccc(OC)cc2)cc1 (stereo not drawn),1.8%,-7%
CC1CCC(C(=O)NC(C(=O)OCC(=O)c2ccccc2)C(C)C)CC1 (stereo not drawn),-1.3%,-67%[inhibitor]
COc1ccc(C2C(C(=O)Nc3ccc(C)cc3C)=C(C)Nc3nc4ccccc4n32)c(OC)c1 (stereo not drawn),-0.9%,-21%
COc1cc(C(=O)Nc2ccc3oc(-c4ccc(C)c(Br)c4)nc3c2)cc(OC)c1OC,-1.6%,-5%
CCOc1ccc(NC(=O)Cn2nc(Cc3cccnc3)c3ccccc3c2=O)cc1,2.0%,28%
COc1cccc(CNC(=O)c2cc3c(s2)-c2ccccc2OC3)c1,0.0%,-7%
CCOCCCNC(=O)C(c1ccc(Cl)cc1)N(Cc1ccc2c(c1)OCO2)C(=O)c1ccccc1O (stereo not drawn),3.8%,6%
COc1cccc(-c2noc(COc3cccc(C)c3C)n2)c1,-0.8%,-3%
CCOc1ccc(NC(=O)CC2C(=O)N(c3ccccc3)C(=O)N2CCc2ccc(OC)cc2)cc1 (stereo not drawn),-3.7%,4%
Cc1ccc(S(=O)(=O)c2nc(S(=O)(=O)c3ccc(C)cc3)c(NC(C)C)s2)cc1,-3.9%,7%
CCOC(=O)c1ccccc1NC(=O)C(=O)Nc1ccc2nc3n(c(=O)c2c1)CCCCC3,-3.7%,13%
COc1cc(NC(=O)C(CC(C)C)NS(=O)(=O)c2ccc3c(c2)oc(=O)n3C)c(C(=O)O)cc1OC (stereo not drawn),-1.1%,-4%
Cc1cc(OCC(=O)Nc2c(C(=O)c3ccccc3)oc3ccccc23)cc(C)c1Cl,0.8%,18%
CCOc1ccccc1C(=O)Nc1ccc(S(=O)(=O)Nc2nc(C)cc(C)n2)cc1,0.0%,3%
Cc1cc(C)cc(NC(=O)C(CC(C)C)NC(=O)C2CCCCC2)c1 (stereo not drawn),-1.0%,13%
CCSc1nnc2c(n1)OC(c1ccc(C)cc1)N(C(C)=O)c1ccccc1-2 (stereo not drawn),-0.5%,-3%
Cc1cccc(OCC(=O)Nc2ccc(Cl)c(-c3nc4ncccc4o3)c2)c1C,0.0%,3%
CCOc1c(Br)cc(C2CC(=O)Nc3cc4c(cc32)OCO4)cc1OC (stereo not drawn),7.2%,10%
Cc1ccc(NC(=O)CSc2nc3c(sc4ccccc43)c(=O)n2CCCC(=O)NC2CCCC2)cc1C,-1.1%,-3%
CCCc1cc(C(=O)Nc2c(C)nn(Cc3ccc(C)cc3)c2C)no1,-0.7%,-41%[inhibitor]

# Ordered by molecular weight (ascending): part of the list above
SMILES,Epigenetic reg,SMN2 splice enh
Cc1ccc(C)c(NC(=O)Nc2csc3c2CCCC3)c1,?,-11%
CCCc1cc(C(=O)Nc2c(C)nn(Cc3ccc(C)cc3)c2C)no1,-0.7%,-41%[inhibitor]
Cc1cc(OCC(=O)Nc2c(C(=O)c3ccccc3)oc3ccccc23)cc(C)c1Cl,0.8%,18%
COc1cccc(CNC(=O)CCCCCn2c(=O)[nH]c3cc(OC)c(OC)cc3c2=O)c1,7.6%,7%

# The results go on.
SMILES,Epigenetic reg,SMN2 splice enh
Cc1nc2nc(C)c(NS(=O)(=O)c3ccc(CC(C)C)cc3)c(=O)n2[nH]1,-1.9%,-18%
Cc1ccc(C(=O)Nc2ccc(F)cc2)cc1S(=O)(=O)N1CCCCCC1,-1.6%,-41%[inhibitor]
Cc1cc(C)cc(Nc2nc3cc(Cl)c(Cl)cc3nc2-n2nc(C)cc2C)c1,1.0%,1%
O=C(Nc1c(-c2ccccc2)nc2ccccn12)c1ccccc1F,5.2%,-2%
COc1ccc(CCNC(=O)CSc2nnnn2-c2cccc(C(C)=O)c2)cc1OC,0.0%,-13%
Cc1ccc(Cl)cc1N1CCN(S(=O)(=O)c2ccc3oc(=O)c4ncn(C)c4c3c2)CC1,-0.9%,-13%
O=C(NCCOCCn1c(=O)oc2ccccc21)Nc1ccc(Cl)cc1,5.9%,1%
CC(C)c1ccc(S(=O)(=O)c2cn(CC(=O)Nc3ccc(F)cc3)c3ccccc3c2=O)cc1,?,0%
CCOC(=O)N1CCC(NC(=O)c2ccc3c(c2)N(Cc2cc(C)ccc2C)C(=O)c2ccccc2S3(=O)=O)CC1,-1.1%,5%
CCn1cc(C(=O)N2CCN(c3cccc(Cl)c3)CC2)c(=O)c2cc(S(=O)(=O)N3CCCCC3)ccc21,-1.3%,10%
CCn1cc(S(=O)(=O)c2ccccc2)c(=O)c2cc(C)ccc21,-4.0%,-1%
COc1ccc(CSc2nc3ccncc3n2CC(=O)Nc2cc(C)cc(C)c2)cc1,1.6%,?
Cc1ccc(NC(=O)c2ccc(Br)cc2)c(C(=O)c2ccccc2)c1,-1.6%,-18%
Cc1cccc(OCC(=O)Nc2c(C(=O)Nc3ccc(F)cc3)oc3ccccc23)c1,3.9%,4%
COc1ccc(NC(=O)c2sc3nc4c(cc3c2N)CCCCCC4)cc1OC,1.9%,1%
Cc1ccc(C(=O)Nc2ccc3oc(-c4ccc(C(C)(C)C)cc4)nc3c2)cc1,-0.8%,0%
COc1ccccc1N1CCN(c2cc(C)nc3nncn23)CC1,6.9%,1%
CCCCCOc1ccc(NC(=O)Cn2c(-c3cncs3)nc3ccccc32)cc1,-1.1%,32%
Cc1ccc(C(=O)Nc2sc3c(c2C(=O)NCc2ccco2)CCC(C(C)(C)C)C3)cc1 (stereo not drawn),-0.8%,2%
Cc1ccc(N2C(=O)c3oc4cc(C)c(C)cc4c(=O)c3C2c2cccc(O)c2)nc1 (stereo not drawn),?,5%
CCC(=O)N1c2ccc(S(=O)(=O)N3CCN(c4ccccc4)CC3)cc2CC1C (stereo not drawn),-0.7%,-25%
CCC1=Nc2cc(C(=O)NCCCOC)ccc2Sc2ccc(Br)cc21,11%,-20%
Cc1nc2ncnn2c(C)c1CCC(=O)N1CCN(c2cccc(Cl)c2)CC1,-1.1%,-19%
CCCN(CCC)CCNC(=O)Cn1cnc2sc(C)c(S(=O)(=O)N3CCC(C)CC3)c2c1=O,0.3%,5%
CCN(CCCNC(=O)c1cc2c(=O)n(C)c3ccccc3c2s1)c1ccccc1,4.7%,-3%
COc1ccc(Cl)cc1NC(=O)c1noc2c1CCc1ccccc1-2,0.0%,0%
Cc1ccc2occ(CC(=O)Nc3ccc(Cl)c(C(F)(F)F)c3)c2c1,-1.9%,-26%
COc1ccc(N2CCN(C(=O)c3cn(CC(C)C)c(=O)c4c3c3ccccc3n4C)CC2)cc1,-1.8%,-9%
COc1ccc(CCNC(=O)CCc2c(C)c3cc4c(C)c(C)oc4cc3oc2=O)cc1,4.2%,1%
COc1ccc(CC(=O)Nc2ccc3nc(N4CCCCC4)cc(C)c3c2)cc1,-1.7%,-9%
Cc1ccc(-c2cc3c(n2-c2ccc(C)cc2)CC(C)(C)CC3=O)cc1,-1.1%,3%
COc1ccc(NC(=O)c2cc3c(=O)n(C)c4ccccc4c3s2)cc1Cl,-1.3%,-12%
CCCn1c(CN2CCN(c3ccc(OC)cc3)CC2)nc2c1c(=O)[nH]c(=O)n2C,-4.0%,-9%
Cc1ccc(NC(=O)CN2c3ccccc3S(=O)(=O)c3ccccc32)cc1F,1.7%,-8%
Cc1nc2c(c(C)c1CCC(=O)NCc1ccc(F)cc1)c(=O)n(C)c(=O)n2C,0.0%,6%
CCN(C(=O)CN(C)S(=O)(=O)c1ccc2c(c1)c(=O)n(C)c(=O)n2C)c1ccc(OC)cc1,0.0%,-14%
COc1ccc(CNC(=O)C(CC(C)C)NS(=O)(=O)c2ccc3c(c2)oc(=O)n3C)cc1 (stereo not drawn),-1.1%,8%
COCCNC(=O)CCCn1c(SCC(=O)c2ccc(F)cc2)nc2c(sc3ccccc32)c1=O,-1.1%,-1%
COC(=O)c1c(NC(=O)c2cccc(OC)c2)sc2c1CCC(C(C)(C)C)C2 (stereo not drawn),-2.0%,6%
CCOC(=O)CN(Cc1ccccc1)C(C(=O)NC1CCCCC1)c1ccc(C)cc1 (stereo not drawn),-1.7%,-5%
Cc1ccc(S(=O)(=O)C2(C(=O)Nc3ccc(Cl)c(C(F)(F)F)c3)CC2)cc1,-0.1%,-24%
NC(=O)c1ccccc1NC(=O)c1ccc(-c2ccc(Br)cc2)o1,1.0%,14%
CCCCNc1nc(Oc2ccc(OCC)nn2)nc(N2CCOCC2)n1,-3.0%,19%
O=C(Cn1c(=O)n(-c2ccc(F)c(Cl)c2)c(=O)c2sc3ccccc3c21)NC1CCCC1,-4.4%,1%
Cc1ccc(-n2cc3c(c2-c2ccccc2Br)c(=O)n(C)c(=O)n3C)cc1N,8.0%,10%
COc1cc(C(=O)Nc2ccccc2OCc2cc(=O)n3cc(C)sc3n2)cc(OC)c1OC,-3.0%,10%
O=C(Nc1cc(-c2ccc(Cl)cc2)no1)c1ccc(F)cc1,5.6%,9%
CC(NC(=O)c1ccc2c(c1)CCN2S(C)(=O)=O)c1ccccc1 (stereo not drawn),-0.9%,-10%
Cc1ccc(OCC(=O)N(Cc2ccco2)Cc2ccc(C)o2)cc1,1.4%,-10%
COc1ccccc1CNC(=O)c1cc2c(-c3ccc(Cl)cc3)nn(C)c2s1,-3.2%,5%
COC(=O)c1cc2oc3ccccc3c2n1Cc1ccccc1Cl,0.8%,-4%
CCc1ccc(Cc2cnc(NC(=O)c3ccc4c(c3)CC(c3ccccc3)OC4=O)s2)cc1 (stereo not drawn),5.6%,-23%
COc1ccc(Cn2cc(S(=O)(=O)c3ccc(C)cc3)c(=O)c3cc(F)ccc32)cc1,10%,3%
Cc1nc2scc(C)n2c(=O)c1S(=O)(=O)N1CCN(c2cccc(C(F)(F)F)c2)CC1,0.6%,-23%
COc1ccc(CN2COc3ccc4c(oc(=O)c5ccccc54)c3C2)cc1OC,-1.9%,-4%
CCc1ccccc1NC(=O)N(C)CCc1c(C)nn(C)c1C,-4.9%,-3%
COc1ccccc1OCCCCn1c(-c2ccc(Cl)cc2)nc2ccccc2c1=O,-0.9%,-19%
CCCOc1ccc(CNC(=O)CCCn2ncn3c(cc4sc(CC)cc43)c2=O)cc1,1.4%,15%
COc1ccc(CN2C(=O)C(NC(=O)c3cccc(C)c3)(C(F)(F)F)N=C2c2ccccc2)cc1 (stereo not drawn),2.2%,-6%
Cc1ccccc1CNC(=O)C1CCCN(c2nnc(-n3c(C)ccc3C)s2)C1 (stereo not drawn),?,-4%

# Another view of part of the listing above.
Epigenetic reg | SMN2 splice enh | smiles
-4.9% | -3% | CCc1ccccc1NC(=O)N(C)CCc1c(C)nn(C)c1C
? | -4% | Cc1ccccc1CNC(=O)C1CCCN(c2nnc(-n3c(C)ccc3C)s2)C1 (stereo not drawn)
1.4% | 15% | CCCOc1ccc(CNC(=O)CCCn2ncn3c(cc4sc(CC)cc43)c2=O)cc1
0.8% | -4% | COC(=O)c1cc2oc3ccccc3c2n1Cc1ccccc1Cl

# (next part)
SMILES,Epigenetic reg,SMN2 splice enh
Cc1cc(C)cc(NC2=CC(c3cccc(F)c3)N(c3cc(C)cc(C)c3)C2=O)c1 (stereo not drawn),4.3%,2%
CCCCN(CCCC)c1nc(-c2ccccc2)nc2ccccc12,-0.8%,-6%
CC(C)OCCCNC(=O)c1ccc2c(c1)NC(=O)c1ccccc1S2,0.0%,-18%
CC(NC(=O)Cn1c(=O)oc2cc(S(=O)(=O)NCc3ccccc3)ccc21)c1ccccc1 (stereo not drawn),1.4%,-56%[inhibitor]
CCCCNc1nc2ccccc2c2nc(-c3ccccc3)nn12,0.0%,-9%
Cc1ccc2nc(/C(C#N)=C/c3ccc(-c4cccc(Cl)c4)o3)[nH]c2c1,?,-1%
O=C(c1ccc2c(c1)N(Cc1ccc(F)cc1)C(=O)c1ccccc1S2=O)N1CCC(Cc2ccccc2)CC1 (stereo not drawn),-1.1%,-51%[inhibitor]
